From PubChem
hERG WT inh: blocks the wildtype human KCNH2 potassium channel; Q12809; U2OS, BacMam KCNH2, thallium flux FluxOr; active compounds read low; activity change, % at 1.84 µM; hit rate 0.37% among 340,000;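 active means maximum activity change below -70%; inconclusive means maximum activity change between -70% and -50%; inactive means maximum activity change above -50%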; further: on the % scale 0 is the no-effect control and ±100 the full control effect
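U2OS cells were transduced with wild-type KCNH2 virus (2.03 x 10^8 / mL) for 4 h at room temperature, then cultured overnight at 37 C. Thallium flux was read with FluxOr dye. Rate constants were normalized to DMSO controls.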
Eya2 phos inh: inhibitors of human Eya2 phosphatase activity; O00167; recombinant Eya2, OMFP fluorescence dephosphorylation (OMFP is methylfluorescein phosphate); Potency, µM (titrated, usually from 76.9 µM), inactives show at the top dose activity, negative = inhibition, usual class: inhibitors; hit rate 0.006% among 330,000; AID 488837; further: potency means the concentration at half of the fitted maximal effect; on the % scale 0 is the no-effect control and ±100 the full control effect
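Eya2 (0.2 uM) preincubated 10 min at ambient with compound, then OMFP substrate added at 50 uM; 10 min reaction in 50 mM HEPES pH 7.5, 50 mM NaCl, 5 uM MgCl2, 0.05% BSA, 1 mM DTT. Fluorescence read at Ex 485/Em 525 nm.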
MBNL1 CUG block: MBNL1-poly(CUG) RNA binding inhibition; TR-FRET MBNL1-His/biotin-(CUG)12 binding, 665/545 ratio; hit rate 0.036% among 280,000; Q9NR56; Potency, µM (top dose mostly 57.5 µM), for the others: at the top dose activity change, negative = inhibition, usual class: inhibitors; active means well fitted inhibition curve with a large enough effect in the signal ratio, with a control signal flat, not every such curve was filed as active; inconclusive means small, poorly fitted or top-dose-only effect, or effect the other way, or a change in a side signal; inactive means no such curve, though single readings can be large or run the other way; the % refers to the signal ratio; further: potency means the concentration at half of the fitted maximal effect; on the % scale 0 is the no-effect control and ±100 the full control effect
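Ratiometric TR-FRET (665 over 545 nm, excitation 340 nm) tracks disruption of MBNL1-His/biotin-(CUG)12 complex after 60 min at room temperature, with compounds at 92 nM to 58 uM final.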
Chronic BCR inh: inhibitors of chronic active B-cell receptor signaling; ABC-DLBCL IkBa-CBG/CBR reporter, luminescence ratio, 4 h; Potency, µM (highest dose often 46.1 µM), inactives show top-dose ratio change, negative = lower green/red ratio, hits mostly inhibitors; hit rate 0.05% among 340,000; AID 493014; active means well fitted inhibition curve with a large enough effect in the signal ratio, with a control signal flat, not every such curve was filed as active; inconclusive means small, poorly fitted or top-dose-only effect, or effect the other way, or a change in a side signal; the % refers to the signal ratio;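 further: potency means the concentration at half of the fitted maximal effect; plate controls were basal doxycycline-induced cells for no effect and cells given 10 µM MG132 for full effect; MG132 reads +100%, hits lower the ratio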
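Cell line TMD8 (human ABC DLBCL), stably expressing tet-inducible CBG68-IkBa fusion and CBR; IMDM/0.5% FBS; cpd up to 46 uM; dox induction, 4 h, 37C/5% CO2; dual luminescence; green/red ratio; MG132 control.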
TSHR antagonist: blocks TSH signaling through the human TSH receptor | activity change, negative = inhibition, % at 11.5 µM | TSHR-expressing cells, TSH-stimulated cAMP HTRF, 2 h; active compounds read low | P16473 | hit rate 0.2% among 330,000;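 active means activity change below a set negative limit, meaning inhibition stronger than a set level, cut at about -70% in these data; inconclusive means activity change between two set negative limits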; further: on the % scale 0 is the no-effect control and ±100 the full control effect
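TSHR-expressing cells, 200/well, pre-treated with compound, then stimulated with EC80 TSH (4nM final) for 2 hours at 37 deg C. cAMP measured by competitive HTRF: anti-cAMP cryptate antibody in lysis buffer plus cAMP-d2, read after 30 minutes at room temperature.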
Menin MLL FP TR: displaces Texas Red mutant MLL peptide from human menin; O00255; Menin + Texas Red MLL mutant peptide, fluorescence polarization; Potency, µM (series often up to 61.6 µM), inactives show top-dose FP activity change, negative = inhibition, most hits filed as inhibitors; hit rate 0.23% among 270,000; AID 1768; active means well fitted inhibition curve with a large enough effect in the polarisation, with a control signal flat, not every such curve was filed as active; inconclusive means small, poorly fitted or top-dose-only effect, or effect the other way, or a change in a side signal; inactive means no such curve, though single readings can be large or run the other way; the % refers to the polarisation; further: potency means the concentration at half of the fitted maximal effect; % of control where 0% means no effect; many of its hits are not listed in these tables
USP2a block: blocks human ubiquitin-specific protease USP2a | O75604 | USP2 core, Ub-CHOP2 coupled fluorogenic reporter, 485/531 | Potency, µM (doses to about 38.3 µM), without a hit: at the top dose activity change, negative = inhibition, most hits filed as inhibitors | hit rate 0.01% among 330,000 | AID 463254;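 further: potency means the concentration at half of the fitted maximal effect; plate controls were DMSO wells for no effect and full inhibition by NEM control for full effect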
Target sequence (O75604 whole entry, looked up): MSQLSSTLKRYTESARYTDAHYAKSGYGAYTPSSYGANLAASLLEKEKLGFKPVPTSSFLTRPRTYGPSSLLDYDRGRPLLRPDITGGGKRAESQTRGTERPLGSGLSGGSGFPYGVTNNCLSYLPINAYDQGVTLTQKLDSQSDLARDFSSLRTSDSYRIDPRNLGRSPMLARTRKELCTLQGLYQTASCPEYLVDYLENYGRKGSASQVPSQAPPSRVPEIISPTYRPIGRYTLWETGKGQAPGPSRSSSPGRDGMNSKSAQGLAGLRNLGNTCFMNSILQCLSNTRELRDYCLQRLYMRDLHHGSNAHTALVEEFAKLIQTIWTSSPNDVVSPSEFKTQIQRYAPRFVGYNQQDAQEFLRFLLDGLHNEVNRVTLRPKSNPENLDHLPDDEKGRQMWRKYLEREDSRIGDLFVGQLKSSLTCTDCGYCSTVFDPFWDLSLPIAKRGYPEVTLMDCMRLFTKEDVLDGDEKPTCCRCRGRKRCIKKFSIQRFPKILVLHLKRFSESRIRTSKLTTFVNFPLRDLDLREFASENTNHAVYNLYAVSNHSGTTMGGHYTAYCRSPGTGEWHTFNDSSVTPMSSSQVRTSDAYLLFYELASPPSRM
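USP2 core (10nM final) preincubated 30min RT with compound in 20mM Tris-HCl pH 8.0, 2mM CaCl2, 2mM beta-mercaptoethanol, 0.05% CHAPS; 25nM Ub-CHOP2 plus 25nM reporter substrate added, fluorescence (Ex485/Em531) read after 60min.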
Mito fusion act: inhibitors of mitochondrial division or activators of mitochondrial fusion | S. cerevisiae fusion-defective mutant growth rescue, CellTiterGlo 48 h | Potency, µM (titrated, usually from 46.1 µM), without a hit: at the highest dose growth rescue (activation), actives largely listed as activators | hit rate 0.23% among 320,000;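 further: potency means the concentration at half of the fitted maximal effect; % of control where 0% means no effect; nearly all actives have a fitted effect of over 45% in size; temperature-sensitive fusion mutants such as fzo1-1 at 37 °C on non-fermentable ethanol glycerol medium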
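Growth-rescue viability read-out: after 48 h at the non-permissive 37C in glycerol/ethanol YPEG, yeast mitochondrial fusion mutants are measured by CellTiterGlo luminescence; compounds (23 nl pinned per well) restoring growth score as division inhibitors or fusion activators.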
GALK inhibitor: galactokinase (human) inhibition. Purified GALK, Kinase-Glo residual ATP luminescence. AID 1868. Potency, µM (top dose mostly 57.5 µM), for inactives: top-dose activity change, negative = inhibition, hits mostly inhibitors. hit rate 0.007% among 270,000. P51570; further: potency means the concentration at half of the fitted maximal effect; on the % scale 0 is the no-effect control and ±100 the full control effect
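GALK at 5 nM final was combined with compound, 35 uM ATP and 100 uM galactose in HEPES pH8.0 with MgCl2 and DTT. The reaction ran one hour at room temperature before luminescent ATP detection.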
ASM inhibitor: blocks human secretory acid sphingomyelinase | placental ASM, HMU-PC fluorogenic substrate, 60 min | Potency, µM (top dose mostly 57.5 µM), without a hit: at the highest dose activity change, negative = inhibition, actives largely listed as inhibitors | hit rate 0.006% among 340,000 | AID 504937; further: potency means the concentration at half of the fitted maximal effect
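Fluorogenic HMU-PC substrate (9 uM final) is turned over by placental ASM in 60 min at 37 C after a 10 min compound preincubation. Reaction ended by alkaline stop (pH 10), with fluorescence read at 386/447 nm.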
PKM2 activator: PKM2 (human) enzyme activation. P14618. purified PKM2, Kinase-Glo ATP luminescence, activation; response scale: 0% is enzyme alone, no compound. Potency, µM (series often up to 57.5 µM), for inactives: at the top dose activation, most hits filed as activators. hit rate 0.34% among 260,000; further: potency means the concentration at half of the fitted maximal effect; on the % scale 0 is the no-effect control and ±100 the full control effect; nearly all actives have a fitted effect of over 55% in size
Target sequence (P14618 whole entry, looked up): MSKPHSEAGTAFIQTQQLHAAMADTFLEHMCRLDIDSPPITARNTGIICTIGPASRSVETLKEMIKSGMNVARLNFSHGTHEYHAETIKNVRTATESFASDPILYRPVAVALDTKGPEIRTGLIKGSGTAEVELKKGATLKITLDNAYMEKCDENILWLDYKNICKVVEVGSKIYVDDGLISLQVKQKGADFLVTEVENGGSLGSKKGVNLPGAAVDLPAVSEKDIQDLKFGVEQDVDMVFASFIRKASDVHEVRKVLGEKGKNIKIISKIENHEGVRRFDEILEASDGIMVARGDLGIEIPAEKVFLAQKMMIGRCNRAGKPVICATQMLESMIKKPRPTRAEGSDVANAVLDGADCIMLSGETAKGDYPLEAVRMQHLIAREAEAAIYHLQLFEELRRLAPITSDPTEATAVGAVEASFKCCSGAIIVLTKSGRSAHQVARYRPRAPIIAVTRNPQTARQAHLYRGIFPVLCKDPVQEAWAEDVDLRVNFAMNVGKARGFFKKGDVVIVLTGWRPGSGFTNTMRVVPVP
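hPK-M2, >95% pure; 0.1 mM ADP / 0.5 mM PEP final; imidazole pH7.2 buffer w/ 7 mM MgCl2, 50 mM KCl; 1 h RT; Kinase-Glo lum. Intermediate enzyme activity for dual inhibitor/activator qHTS.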
Starred values were filed as active, the others as inactive; i = inactive; ? = inconclusive; . = no result given; [ ] = remark or other dose. Unless noted, the call rests on the fitted dose curve; in most records, active means well fitted curve in the direction sought with a large enough effect; inconclusive means small, poorly fitted or top-dose-only effect, or another doubt; inactive means no such curve, though single readings can be large; an effect the other way counts as inactive or inconclusive. The list is partial, so the mix of outcomes need not match the whole.

SMILES	hERG WT inh	Eya2 phos inh	MBNL1 CUG block	Chronic BCR inh	TSHR antagonist	Menin MLL FP TR	USP2a block	Mito fusion act	GALK inhibitor	ASM inhibitor	PKM2 activator
O=C(NCc1cccnc1)c1ccc(NS(=O)(=O)c2ccc(F)cc2)cc1	-13	-6%	2%	-1%	-6	.	1%	1%	-2%	-2%	14%
COc1cc2ccc(=O)oc2c(O)c1OCC=C(C)C	-5	-4%	18%	0%	-4	-8%	2%	9%	3%	30%	5%
O=C(Nc1cccc(F)c1)c1cc(S(=O)(=O)NCCC2=CCCCC2)ccc1F	6	-25%	-13%	?	-3	27%	2%	26%	-3%	-21%	-18%
N#Cc1ccc(NC(=O)N2CCC(c3nc4c(nnn4Cc4cccc(Cl)c4)c(=O)[nH]3)CC2)cc1	-11	14%	11%	?	-1	?	-2%	-6%	0%	?	0%
COc1ccc(C)cc1NC(=O)CN(C)S(=O)(=O)c1cccs1	-7	-8%	-4%	-4%	-6	3%	3%	0%	2%	1%	1%
COc1cccc(N(C(=O)C2CSC(=O)C2)C(C(=O)NC(C)(C)C)c2ccncc2)c1 (configuration not stated)	6	4%	-1%	1%	2	10%	3%	7%	9%	-4%	0%
CC1CC(C)CN(C(=O)CCC(=O)Nc2nnc(C(C)C)s2)C1 (configuration not stated)	1	-4%	-8%	-7%	-2	1%	5%	-2%	-4%	-1%	.
CC(C)(C)c1ccc(C(=O)O)c(C(=O)c2ccccc2)c1	-6	-1%	-12%	1%	-3	-4%	1%	-11%	-1%	0%	0%
Cc1ccsc1/C=N\NC(=O)CC(=O)NCc1ccccc1	-2	0%	?	-11%	-4	15%	-1%	-12%	-1%	-7%	3%
COc1ccc(C(=O)NC2(C(F)(F)F)N=C3SCCN3C2=O)cc1 (configuration not stated)	32	10%	-1%	2%	6	-9%	-1%	1%	-3%	0%	-2%
Cc1ccc(S(=O)(=O)N(C)c2ccc(OC(=O)CN3C(=O)NC4(CCCC4)C3=O)cc2)cc1C	11	4%	.	1%	-1	.	-1%	13%	.	6%	.
CC1CCN(C(=O)CSc2nc3[nH]ncc3c(=O)[nH]2)CC1	7	-6%	?	4%	7	-5%	2%	-3%	-6%	3%	-4%
CCn1c(C(=O)NC2CCC(C)CC2)cc2sccc21 (configuration not stated)	-233*	3%	-3%	8%	-9	?	2%	-1%	-1%	-3%	.
O=C(Nc1cc2c(ccc3ccccc32)oc1=O)C1CCCCC1	4	-2%	8%	?	11	4%	1%	-8%	0%	169%[activator]	-2%
Cc1ccc(COc2coc(CO)cc2=O)cc1	13	-2%	1%	8%	6	-1%	3%	2%	-3%	-1%	2%
CCOC(=O)Nc1ccc2c(c1)N(C(=O)CCCl)c1ccccc1[S@]2=O	6	0%	4%	?	-13	51%[activator]	0%	-1%	-2%	2%	0%
Cc1ccc2c(c1)NC(=O)C(CC(=O)Nc1ccc(CN3CCC(C)CC3)cc1)O2 (configuration not stated)	34	2%	-15%	6%	3	-7%	-1%	1%	1%	-6%	0%
COc1cc(OC)cc(-c2n[nH]c(=S)n2-c2ccc3c(c2)OCCO3)c1	0	4%	73%[activator]	3%	-4	-13%	4%	-1%	0%	5%	17%
Cc1cc(Br)ccc1NC(=O)C1CCN(S(=O)(=O)c2cnc[nH]2)CC1	-5	-8%	-3%	0%	-7	12%	0%	-1%	-4%	-1%	.
COCCN(C(=O)C(F)(F)F)C(C(=O)NC1CCCCC1)c1ccco1 (configuration not stated)	-7	11%	-3%	0%	7	5%	0%	?	1%	2%	-8%
CCOC(=O)/C(C#N)=C\C1=C(N2CCCC2)CC(C)(C)OC1	-6	1%	-4%	14%	-11	20%	1%	0%	2%	-15%	-1%
O=C(O)CC/C(=N\Nc1ccccc1[N+](=O)[O-])c1cccs1	3	5%	?	7%	-13	?	-1%	22%	1%	4%	.
O=C(CSc1nnc(-c2ccccc2)o1)Nn1cnnc1	-14	-5%	2%	-2%	14	1%	-6%	2%	3%	5%	6%
COc1ccc(-n2nc(C(=O)NCC(=O)N(C)Cc3ccccc3)c3ccccc3c2=O)cc1	-11	10%	?	0%	-11	0%	-2%	7%	3%	-2%	-10%
CCCc1ccc(-c2cc(N)n[nH]2)cc1	-8	-10%	0%	?	3	0%	-3%	-1%	1%	-1%	1%
O=C1N(CN2CCOCC2)c2ccccc2C12OCC(CCl)O2 (configuration not stated)	-8	7%	7%	?	-6	-13%	4%	7%	0%	1%	.
Cc1cnc(NC(=O)c2cncc(Br)c2)s1	3	-12%	-4%	15%	-7	-8%	2%	-8%	-2%	0%	1%
CC(C)=NNc1nc2c(c(=O)[nH]c(=O)n2C)n1CCc1ccccc1	7	0%	0%	-3%	4	-7%	2%	-1%	12%	3%	6%
Cc1cc(C)n(C(C)Sc2ccccc2)n1 (configuration not stated)	5	-17%	.	-6%	-5	.	0%	-10%	.	6%	.
CCOC(=O)C1NN=C(C(=O)c2ccccc2)C1c1ccccc1 (configuration not stated)	1	-2%	?	?	43	-8%	1%	11%	-2%	-2%	8%
COc1cccc(-n2c(CN3CCN(Cc4ccccc4)CC3)nc3ccc([N+](=O)[O-])cc3c2=O)c1	.	5%	.	-9%	-7	-11%	1%	-2%	0%	.	-1%
Cc1ccc2[nH]c(-c3cccc(F)c3)cc(=O)c2c1	-8	0%	-8%	?	3	-24%[94.6 µM]	0%	-2%	.	1%	2%
Cc1ccc(NC(=O)C(C)NC(=O)OCc2ccccc2)cc1C (configuration not stated)	-2	-15%	.	-3%	-4	.	0%	19%	8%	2%	-3%
Cn1nc(OC(=O)Nc2ccc(Cl)cc2)cc1C(F)(F)F	.	2%	-13%	?	-4	.	-3%	4%	-4%	.	1%
COc1ccccc1C(=O)Nc1ccc(NC(=O)C2CCCCC2)nc1	18	5%	-4%	0%	6	?	2%	-12%	16%	0%	-2%
Cc1[nH]c2ccc(C(=O)OCC(=O)NC3(C#N)CCCCC3)cc2c1C	0	24%	.	-3%	9	.	1%	-6%	.	.	.
CCc1oc2c(C)c(O)ccc2c(=O)c1-c1ccc2ccccc2n1	10	-2%	-8%	-24%	6	-4%	-1%	-1%	6%	-5%	-5%
CCOC(=O)N1CCN(CC(=O)Nc2nc3ccc(OC)cc3s2)CC1	3	?	6%	-3%	35	0%	-2%	12%	6%	1%	-4%
COCCSc1ccccc1C(=O)Nc1cc(C)cc(C)c1	.	-9%	-5%	?	-12	5%	0%	-1%	5%	-2%	?
Cc1ccc(-n2c(CNc3ccc(F)cc3)nnc2SCC(=O)N2CCOCC2)cc1	5	2%	-6%	8%	-8	-12%	5%	-6%	-2%	4%	1%
CCn1nnc(-c2ccccc2NS(=O)(=O)c2ccc(S(=O)(=O)N3CCCCCC3)cc2)n1	-22	9%	-3%	6%	-15	0%	-2%	7%	0%	2%	2%
CCOCCOC(=O)c1cccc(NC(=O)OCC)c1	0	6%	-16%	1%	-3	-7%[11.7 µM]	3%	1%	1%	2%	-2%
O=C(Cn1nnc2ccccc2c1=O)N1CCOCC1	2	-6%	?	6%	24	2%	3%	15%	3%	-2%	2%
Cc1ccc(O)c(C(=O)c2cnn(C(=O)COc3ccccc3C#N)c2)c1	.	3%	6%	-2%	2	.	0%	1%	0%	.	0%
O=C1OC(Nc2ccc(F)cc2F)c2ccccc21 (configuration not stated)	-9	-3%	0%	0%	-4	-2%	4%	3%	1%	2%	14%
Cc1cc(OC(=O)c2c(F)cc(F)cc2F)nc(C)n1	i	-4%	-6%	?	-5	3%	2%	9%	12%	-3%	1%
CCOc1ccc(C(=O)O/N=C(\N)c2ccccn2)cc1OCC	-5	1%	-1%	?	4	.	0%	-3%	7%	-3%	-7%
